Myeloid diff MLP = myeloid differentiation induction. AID 624256. ER-HoxA9 myeloid progenitors, lysozyme-GFP differentiation, flow cytometry. hit rate 1% among 360,000. calls only at 10 µM;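 active = normalized GFP-positive differentiation at or above the plate's own cutoff, the solvent-only control mean plus 3 SD; inconclusive = no clear call, values can overlap the other calls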;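 note: cells exposed to compound for four days before flow analysis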
Myeloid diff MLP GFP+ MAC1+ % = second read-out of Myeloid diff MLP, no call of its own (marks repeat the call); GFP+ MAC1+ double positive, %; measured here: differentiation confirmed by MAC1 staining
* hit, by the source's call; i = inactive; ? = inconclusive; . = not tested or not shown; + = active, no number; & = joins results of further samples. The list is partial (hit frequency here may not be typical).

SMILES | Myeloid diff MLP | Myeloid diff MLP GFP+ MAC1+ %
CCCCN1CC(CO)Oc2cccc(F)c2S1(=O)=O (configuration not stated) | i | 0.6
COc1ccc(C)cc1NC(=O)CSc1nc(=O)n(CCCN2CCOCC2)c2c1CCCC2 | i | 0.6
CN(C)C(=O)CCc1ccc2c3c([nH]c2c1)[C@]1(C)[C@@H](C(=O)N2CCCCC2)C[C@H](CC(=O)NC(C)(C)C)C(=O)N1CC3 | i | 0.6
Cc1ccc(S(=O)(=O)N2CCOCC2)cc1NC(=O)COc1cccc(-n2cnnn2)c1 | i | 0.8
COc1cc2ccc(C(C)=O)c(O)c2cc1OC | i | 0.6
Cc1ccc(S(=O)(=O)N2CCCN(C(=O)CNC(=O)c3cccc(C)c3)CC2)cc1 | i | 0.3
COc1ccc(C(=O)Nc2c(F)c(F)c(F)c(F)c2F)cc1OC | i | 0.7
Cc1cccc(CCNC(=O)C2CC(O)CN2C(=O)Nc2ccccc2)c1 (configuration not stated) | i | 1.1
COc1ccc2cc(CCOC3CCCCO3)ncc2c1 (configuration not stated) | i | 1.3
CC(=O)O[C@H]1C[C@@]2(C)[C@@H](C[C@@H](O)[C@H]3[C@@]4(C)CC[C@@H](O)[C@@H](C)[C@@H]4CC[C@@]32C)/C1=C(\CCC=C(C)C)C(=O)O | i | 2.5&1.3
CCCc1ccc(C(O)c2ncc(-c3ccccc3)[nH]2)cc1 (configuration not stated) | i | 0.7
OC[C@@H]1CN(Cc2cccs2)C[C@H](n2cnc3c(NCc4ccncc4)ncnc32)O1 | i | 0.7
c1ccc2n[nH]nc2c1 | i | 0.5
CC1(C)CC(N2CCC(=O)NC2=S)CC(C)(C)N1 | i | 0.7
CCCCN(C)C(=O)c1ccc(Nc2nc(C(N)COCc3ccccc3)cs2)nc1 (configuration not stated) | i | 1.3
Cc1cccnc1NC(=O)C1CCN(S(=O)(=O)c2ccc3ccccc3c2)CC1 | i | 0.4
CC12C(=O)N(c3nccs3)C(=O)C1(C)C1CCC2O1 (configuration not stated) | i | 0.8
CC(C)COC(=O)N(C)C[C@H]1OCc2cnnn2CCCC(=O)N([C@H](C)CO)C[C@@H]1C | i | 0.7
CCOc1cc(-c2nnc(NC(=O)C3=COCCO3)o2)cc(OCC)c1OCC | i | 0.3
CCOC(=O)C1CCCN(C(=O)c2ccc(S(=O)(=O)N3CCCC3)cc2)C1 (configuration not stated) | i | 0.8

Two entries picked at random from those above, as already listed:
SMILES | Myeloid diff MLP | Myeloid diff MLP GFP+ MAC1+ %
COc1ccc(C(=O)Nc2c(F)c(F)c(F)c(F)c2F)cc1OC | i | 0.7
CCCCN1CC(CO)Oc2cccc(F)c2S1(=O)=O (configuration not stated) | i | 0.6

(next part)
SMILES | Myeloid diff MLP | Myeloid diff MLP GFP+ MAC1+ %
Cc1ccccc1OCC(=O)NNC(=O)c1cc(S(=O)(=O)N2CCOCC2)ccc1N1CCCC1 | i | 0.9
CC1(C(=O)NS(=O)(=O)c2ccccc2)CCN1C(=O)C1(c2ccccc2)CCCC1 (configuration not stated) | i | 0.9
O=C(O)c1cccc(S(=O)(=O)Nc2ccc(-c3ccccc3)cc2)c1 | i | 0.4
O=S(=O)(O)CCS | i | 2.2
CN1OC[C@@H]2CN[C@H](c3cccc(N4CCOCC4)c3)C[C@@H]21 | i | 0.8
CN(CC(=O)Nc1ccccc1Cl)C(=O)CCNC(=O)Nc1ccccc1 | i | 0.9
COCCOC(=O)N1CCCCC1c1cc(C(=O)Nc2cccc3c2CCCC3)no1 (configuration not stated) | i | 1.1
C=CC[C@@H](CC(=O)NCCO)C(=O)NC[C@H](OC(=O)[C@@H](CC=C)Cc1ccc(F)cc1)c1ccccc1 | i | 1.2
COc1cc(/C=C/C(=O)OCC(=O)N2CCC(C)CC2)ccc1O | i | 0.4
O=C(C1Cc2ccccc2CN1C(=O)c1ccco1)N1CCN(c2ccccc2)CC1 (configuration not stated) | i | 1.1
c1ccc2c(c1)COc1c3ncccc3nn1-2 | i | 0.7
CCCNC(=O)C1(C)CCCN(Cc2ccccc2F)C1 (configuration not stated) | i | 1.6
CCC(=O)c1ccc(OCC(=O)NNC(=O)c2cc(C)oc2C)cc1 | i | 0.6
O=[N+]([O-])c1ccc(Cl)cc1C=NNc1ccccn1 | i | 1.1
CC1(c2nnc(Cc3ccccc3)o2)CC(c2ccccc2F)=NO1 (configuration not stated) | i | 0.7
O=C(O)Cc1cccc(=O)c(O)c1C(=O)O | i | 0.0
COCCN(CC(=O)Nc1cccc(C)c1C)C(=O)Cc1ccsc1 | i | 0.4
C=CCN(c1ccccc1)S(=O)(=O)c1cccc(C(=O)Nc2ccncc2)c1 | i | 0.7
O=C1CCc2cc(S(=O)(=O)NC3CCCCC3)cc3c2N1CC3 | i | 0.4
Cc1cccc(C(=O)OCC(=O)NCC2CCCO2)c1O (configuration not stated) | i | 0.3

An excerpt from above in order of length of the SMILES, descending.
SMILES | Myeloid diff MLP | Myeloid diff MLP GFP+ MAC1+ %
C=CCN(c1ccccc1)S(=O)(=O)c1cccc(C(=O)Nc2ccncc2)c1 | i | 0.7
O=C(O)c1cccc(S(=O)(=O)Nc2ccc(-c3ccccc3)cc2)c1 | i | 0.4
CC1(c2nnc(Cc3ccccc3)o2)CC(c2ccccc2F)=NO1 (configuration not stated) | i | 0.7
O=[N+]([O-])c1ccc(Cl)cc1C=NNc1ccccn1 | i | 1.1
Cc1cccc(C(=O)OCC(=O)NCC2CCCO2)c1O (configuration not stated) | i | 0.3

Carrying on.
SMILES | Myeloid diff MLP | Myeloid diff MLP GFP+ MAC1+ %
COc1ccc(S(=O)(=O)N(C)C)cc1NC(=O)C1CCN(c2ncnc3sc(C)c(C)c23)CC1 | i | 0.9
Cn1ncc2c(NCCO)nc(Cl)nc21 | i | 0.0
Cc1c(NS(=O)(=O)c2cc(C(=O)OCC(=O)c3ccccc3F)ccc2Cl)c(=O)n(-c2ccccc2)n1C | i | 0.6
COc1ccc(CCN2CC(C(=O)OCC(=O)NC(C)c3cccc(Cl)c3)CC2=O)cc1OC (configuration not stated) | i | 1.2
O=C(NCc1ccncc1)C1CCN(S(=O)(=O)c2ccccc2)CC1 | i | 0.5
CN(CCOc1ccccc1)C(=O)c1cc(S(=O)(=O)N2CCCCC2)ccc1Cl | i | 0.6
COc1ccc2c(c1)CCC(=O)[C@H](O)C[C@H](c1ccccc1)OC2=O | i | 1.5
CCOC(=O)[C@]12CCCC=C1N(Cc1ccc3c(c1)OCO3)C(=O)[C@H](CC(=O)NCc1ccc(C)o1)C2 | i | 0.3
CC(C)(C)c1ccc(S(=O)(=O)N2CCN(CC(=O)NC(=O)NC3CCCCC3)CC2)cc1 | i | 0.4
CCCc1ccc2c(C(F)(F)F)cc(C(F)(F)F)cc2n1 | i | 0.6
O=C(COC(=O)CN1C(=O)C2CCCCC2C1=O)Nc1ccc(F)c(F)c1F (configuration not stated) | i | 0.8
CCCn1c(N)c(N(CCOC)C(=O)CSc2c(Cl)cccc2Cl)c(=O)[nH]c1=O | i | 0.4
CCOc1ccccc1OCC(=O)Nc1cc(S(=O)(=O)N2CCCCC2)ccc1N1CCN(CC)CC1 | i | 0.3
Cc1cccc(C(C)C)c1NC(=O)c1ccc(OCC2CCCO2)cc1 (configuration not stated) | i | 0.7
Cc1ccc(NC(=O)CSc2nnnn2C)cc1S(=O)(=O)N1CCCCC1 | i | 0.9
C=CC[C@@H](CC(=O)N[C@H](CO)Cc1ccccc1)C(=O)N[C@H](COC(=O)[C@H](CC=C)CC(=O)OC(C)(C)C)Cc1c[nH]c2ccccc12 | i | 0.4
COc1ccc(NC(=O)CSCC(=O)N(C)Cc2ccc(Cl)c(Cl)c2)cc1 | i | 0.2
CC(=O)c1ccc(S(=O)(=O)NC2CC(=O)N(c3ccc4c(c3)OCCO4)C2)cc1 (configuration not stated) | i | 1.0
CCN1C(=O)[C@H]2[C@@H](c3ccc(C)cc3)N[C@]3(CCCN(CC4CCCCC4)C3=O)[C@H]2C1=O | i | 0.4
COc1ncc(-c2ccc3c(c2)S(=O)(=O)c2cccc(C(=O)NCc4ccco4)c2C3=O)cn1 | i | 0.8
CCOC(=O)C1=CCN(S(=O)(=O)c2ccccc2Br)C1c1cccc(F)c1 (configuration not stated) | i | 1.5
Cc1nc(Cc2nnc(SCC(=O)N3c4ccccc4NC(=O)C3(C)C)o2)cs1 | i | 0.7
CC(C)CNC(=O)C1(C)CCN1C(=O)c1ccc(C(C)(C)C)cc1 (configuration not stated) | i | 0.6
COc1ccc(CN2C(=O)CN(S(C)(=O)=O)CC2(C)C(=O)NC(C)C)cc1 (configuration not stated) | i | 4.1
C=CCC[C@H](Cc1ccc(F)cc1)C(=O)OC[C@H](Cc1c[nH]c2ccccc12)NC(=O)[C@@H](CC=C)CC(=O)N(CCO)Cc1ccccc1 | i | 1.7
COc1ccc(-c2ccc(C(=O)NCC3CC3)c3occc23)c(C)c1 | i | 0.6
COc1cc(-c2nnc(NC(=O)CCS(=O)(=O)c3ccccc3)o2)cc(OC)c1OC | i | 0.9
CC1(C(=O)Nc2cccc3c2CCCC3)CCN1C(=O)CCC1CCCC1 (configuration not stated) | i | 1.3
O=C(O)CCC(=O)c1ccc2sc3ccccc3c2c1 | i | 1.9
CCCNC(=O)CCNC(=O)[C@H](O)C(C)(C)CO | i | 2.7
O=C(CCNS(=O)(=O)c1ccc(OC(F)(F)F)cc1)NCCc1c[nH]c2ccccc12 | i | 1.1
Oc1cccc(CN2CCN(c3ncc(Cc4ccccc4)cn3)CC2)c1 | i | 1.8
O=C(O)Cc1ccc(O)cc1 | i | 0.2
COc1ccccc1-c1ccc2c(c1)C(C)(Cc1ccc(F)c(Cl)c1)C(=O)N2 (configuration not stated) | i | 0.6
COc1ccc([C@H]2C[C@@H](n3cc(-c4ccc(F)cc4)nn3)[C@H](O)CN2Cc2cccs2)cc1 | i | 0.6
CN(C)c1ccc(N=Nc2nccs2)cc1 | i | 0.6
CC(=O)C12OC(C)(C)OC1CC1C3CCC4=CC(=O)C=CC4(C)C3(F)C(O)CC12C (configuration not stated) | ? | .
COc1ccc(S(=O)(=O)Nc2cc(Sc3ncn[nH]3)c(O)cc2C)cc1 | i | 2.3
Cc1ccc2sc(N(CCCN(C)C)C(=O)c3ccc(S(=O)(=O)N(C)Cc4ccccc4)cc3)nc2c1C | i | 1.2
CN(C)C(=O)CCc1ccc2c3c([nH]c2c1)[C@]1(CCc2ccccc2)[C@@H](C(=O)N2CCCCC2)C[C@H](CC(=O)NCc2ccco2)C(=O)N1CC3 | i | 1.3
O=C(OCc1nnc(-c2ccccc2)o1)c1cc(S(=O)(=O)N2CCOCC2)ccc1F | i | 1.1
O=C(c1cc(-c2ccc(Br)cc2)nc2ccccc12)N1CCN(c2ccccc2O)CC1 | i | 0.6
O=S(=O)(Nc1nc(-c2ccco2)c(-c2ccco2)s1)c1ccc(F)cc1F | i | 1.2
OC(c1cccc(Cl)c1)c1ncc(-c2ccc3ccccc3c2)[nH]1 (configuration not stated) | i | 0.4
Cc1cccc(N(Cc2ccccc2)C(=O)C2CCN(C(=O)c3ccccc3C)CC2)c1 | i | 0.8
Cc1n[nH]c(=O)c2c(NC(=O)COC(=O)COc3cccc(Br)c3)oc(C)c12 | i | 0.0
Cc1ccccc1CNC(=O)c1csc([C@@H]2O[C@H](CO)[C@@H](O)[C@H]2O)n1 | i | 0.7
CCN(CC(=O)Nc1ccc(NC(C)=O)cc1)C(=O)c1ccc(N2CCCC2)c([N+](=O)[O-])c1 | i | 0.8
O=C(NC1CC1)c1cccc(NC(=O)C2CCN(S(=O)(=O)c3cccc(C(F)(F)F)c3)CC2)c1 | i | 0.7
CC1(C(=O)NS(=O)(=O)C2CC2)CCCN(C(=O)Cc2ccc3ccccc3c2)C1 (configuration not stated) | i | 0.8
Nc1ncnc2c1ncn2[C@@H]1O[C@H](CNS(=O)(=O)C2CC2)[C@@H](O)[C@H]1O | i | 0.1
NC(=O)c1ccc(=O)n(C2OC(CO)C(O)C2O)c1 (configuration not stated) | i | 1.0
CCC(CO)Oc1cc(NCc2cccc(C(F)(F)F)c2)c2ncn(C(C)C)c2c1 (configuration not stated) | i | 1.2
Cc1ccc(NC(=O)Cc2ccc(Cl)cc2)nc1 | i | 0.3
COc1ccc(Br)cc1CN(C)C(=O)c1ccccc1SCC(=O)N1CCCC1 | i | 0.0
C=CC[C@@H](Cc1ccc(F)cc1)C(=O)OC[C@@H]1CCCN1C(=O)[C@H](CC=C)CC(=O)N(CCO)Cc1ccccc1 | i | 2.2
Cc1ccccc1-c1cc2nc(Oc3cccc4ccccc34)n(C)c(=O)c2s1 | i | 1.5
CCN(CC(=O)Nc1c(F)cccc1F)C(=O)c1cc(-c2cccs2)nn1-c1ccccc1 | i | 0.5
CC(=O)Nc1cccc(NS(=O)(=O)c2cc3c4c(c2)CCN4C(=O)CC3)c1 | i | 1.1
Cc1ccc(S(=O)(=O)N2C[C@H]3[C@H]4C(=O)N(Cc5ccccc5)C(=O)[C@H]4CC(=O)[C@H]3[C@@H]2c2cccc3ccccc23)cc1 | i | 1.1

Next section.
SMILES | Myeloid diff MLP | Myeloid diff MLP GFP+ MAC1+ %
Cn1c(=O)c2c(-c3ccccc3)n(-c3ccccc3S)cc2n(C)c1=O | i | 0.6
COC(=O)C1CC(c2ccccc2)N(c2ccccc2)O1 (configuration not stated) | i | 0.3
CCCn1c(NC(=O)CCS(=O)(=O)c2ccc(C)cc2)nc2ccccc21 | + | 2.3*
O=C(CSc1nc2ccccc2c(=O)n1Cc1ccc(F)cc1)NCC1CCCO1 (configuration not stated) | i | 0.3
COc1ccc(CSc2ccc(S(=O)(=O)N3CCCCC3)cn2)cc1F | i | 0.5
COc1ccc(CCN2CC(C(=O)Nc3cc(S(C)(=O)=O)ccc3Cl)CC2=O)cc1OC (configuration not stated) | i | 0.9
CCOc1cc(N2CCOCC2)c(OCC)cc1NC(=O)CN1CCSC1=O | i | 0.0

Screening results as filed in PubChem.
